Screening data from PubChem BioAssay.
D2 ag: HTS Assay for Allosteric Agonists of the Human D2 Dopamine Receptor: Primary Screen for Agonists; D(2) dopamine receptor (Homo sapiens), P14416; HEK293 T-REx D2 cells, calcium flux agonist mode; activation, % at 2 µM; 340,000 compounds, 0.53% hits;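 active = activation over 3 SD above normal in the single-dose calcium agonist read, cut at about 30% in these data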; also: 0% is about no effect
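Tetracycline-induced HEK293 Trex cells with D2 receptor force-coupled to calcium signaling, plated overnight at 30 C and loaded with no-wash calcium dye. Calcium flux read kinetically for 180 s after compound addition; responses flag agonists.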
TRHR agonist: qHTS for Small Molecule Agonists and Allosteric Enhancers of Human TRH Receptor: Primary Screen for Agonists. TRHR cells, calcium flux fluo-8, FDSS agonist mode. activation, % at 2 µM. 360,000 compounds, 0.18% hits; in the data active = activation above about 30%; also: 0% is about no effect
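TRHR-expressing cells loaded with fluo-8 calcium dye; 23 nL library compound pin-transferred, kinetic FDSS fluorescence (Ex 480/Em 530) recorded about 180 s for agonist-induced calcium release, before a 10 nM TRH EC20 addition for potentiator mode.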
rTrxR1 inhibitor: qHTS Assay for Inhibitors of Mammalian Selenoprotein Thioredoxin Reductase 1 (TrxR1): qHTS; Thioredoxin reductase 1, cytoplasmic (Rattus norvegicus), O89049; recombinant rTrxR1, NADPH fluorescence consumption, selenite substrate; Potency, µM (series often up to 114 µM), for inactives: top-dose activity change, negative = inhibition, usual class: inhibitors; 390,000 compounds, 1% hits; AID 588453, 2011; also: potency is read from the fitted curve at half-maximal effect; % is scaled to controls: 0 for no effect and ±100 for the full control effect; nearly all actives have a fitted effect of over 65% in size
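Rat TrxR1 (90 nM in the dispensed reagent) was pre-reduced with 400 uM NADPH for 5 min at room temperature, then incubated with compound for 15 min. After 400 uM selenite was added, NADPH fluorescence (Ex 340/Em 450 nm) was followed for 8 min.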
TrxR1 substrate: qHTS Assay for Substrates of Mammalian Selenoprotein Thioredoxin Reductase 1 (TrxR1): qHTS. Thioredoxin reductase 1, cytoplasmic (Rattus norvegicus), O89049. purified TrxR1 substrate turnover, NADPH consumption readout. Potency, µM (series often up to 114 µM), inactives show at the highest dose activity change, negative = substrate turnover. 390,000 compounds, 0.01% hits. AID 588456, 2011; also: potency is read from the fitted curve at half-maximal effect; % is scaled to controls: 0 for no effect and ±100 for the full control effect; nearly all actives have a fitted effect of over 50% in size
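Rat TrxR1, dispensed at 90 nM, was prereduced with 400 uM NADPH (final) for 5 min at ~22 deg C, then incubated with compound 15 min before 400 uM selenite. A first-read NADPH fluorescence drop versus no-compound background flagged substrates.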
USP1-UAF1 inh: Inhibitors of USP1/UAF1: Primary Screen; Potency, µM (series often up to 57.1 µM), for the others: top-dose activity change, negative = inhibition, actives largely listed as inhibitors; 390,000 compounds, 0.23% hits; recombinant USP1/UAF1, Ub-Rhodamine cleavage fluorescence; also: potency is read from the fitted curve at half-maximal effect; % is scaled to controls: 0 for no effect and ±100 for the full control effect; nearly all actives have a fitted effect of over 60% in size; inactives centre near -12
Target sequence (O94782 whole entry, looked up): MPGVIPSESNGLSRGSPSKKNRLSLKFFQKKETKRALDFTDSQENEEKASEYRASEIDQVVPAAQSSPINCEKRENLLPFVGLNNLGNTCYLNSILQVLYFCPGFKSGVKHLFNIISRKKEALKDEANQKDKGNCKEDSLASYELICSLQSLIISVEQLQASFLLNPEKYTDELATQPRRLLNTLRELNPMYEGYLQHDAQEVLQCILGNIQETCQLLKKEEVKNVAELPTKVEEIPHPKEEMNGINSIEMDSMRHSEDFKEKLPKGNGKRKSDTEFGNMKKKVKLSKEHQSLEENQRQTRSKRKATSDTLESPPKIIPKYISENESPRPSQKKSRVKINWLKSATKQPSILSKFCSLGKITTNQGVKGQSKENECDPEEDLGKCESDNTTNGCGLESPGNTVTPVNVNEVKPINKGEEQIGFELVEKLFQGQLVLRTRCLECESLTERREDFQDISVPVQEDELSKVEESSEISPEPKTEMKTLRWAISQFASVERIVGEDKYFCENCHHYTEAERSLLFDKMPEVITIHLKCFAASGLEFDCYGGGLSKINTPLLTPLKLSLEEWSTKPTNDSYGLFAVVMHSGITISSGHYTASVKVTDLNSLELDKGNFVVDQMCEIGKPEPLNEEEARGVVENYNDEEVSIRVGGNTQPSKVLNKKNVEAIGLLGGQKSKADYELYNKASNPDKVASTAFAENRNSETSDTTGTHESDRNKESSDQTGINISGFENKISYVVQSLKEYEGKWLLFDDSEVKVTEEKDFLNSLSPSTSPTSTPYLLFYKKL
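In this screen, compounds sit with the deubiquitinase complex (1nM) for 15 min at room temperature before Ub-Rho is added at 150nM final. Fluorescence rise is then followed for 6 reads every 60 seconds.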
PI4K2A inh: qHTS for small molecular inhibitors of PI4K2A; Phosphatidylinositol 4-kinase type 2-alpha (Homo sapiens), Q9BTU6; activity change, negative = inhibition, % at 76.9 µM; AID 1346378, 2018; 420,000 compounds, 0.13% hits; purified PI4K2A, ADP-Glo luminescence, 1 h; active compounds read low; in the data active = activity change below about -50%; inconclusive = mostly about -30% to -49%;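 also: -100% = wells without enzyme as full effect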
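ADP-Glo luminescence measured ADP generated by PI4K2A enzyme (4 ug/mL before mixing) with 1.2 mM PI substrate (pre-mix) and 300 microM ATP (pre-mix). Tris pH7.5 buffer with MgCl2, Triton X-100; 1 h reaction at ambient temperature.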
D2 antagonist: HTS Assay for Allosteric Antagonists of the Human D2 Dopamine Receptor: Primary Screen for Antagonists | D(2) dopamine receptor (Homo sapiens), P14416 | 340,000 compounds, 2% hits | HEK293 TREx D2 cells, calcium flux, dopamine EC80 | inhibition, % at 10 µM; in the data active = inhibition above about 30%; also: 0% is about no effect
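Measurement of antagonist activity uses fluorescent calcium dye in inducible HEK293 T-REx D2 cells: 10 s baseline, compound addition with 180 s read, EC80 dopamine addition with a further 180 s read.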
mIDH1 inhibitor: qHTS for Inhibitors of mutant isocitrate dehydrogenase 1 (IDH1): qHTS; 390,000 compounds, 0.093% hits; Potency, µM (highest dose often 76.6 µM), without a hit: at the top dose activity change, negative = inhibition, actives largely listed as inhibitors; IDH1-R132H enzyme, NADPH consumption, diaphorase/resazurin fluorescence; Isocitrate dehydrogenase [NADP] cytoplasmic (Homo sapiens), O75874; also: potency is read from the fitted curve at half-maximal effect; % is scaled to controls: 0 for no effect and ±100 for the full control effect; nearly all actives have a fitted effect of over 65% in size
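IDH1-R132H (0.5 ug/mL dispensed) in pH 7.5 Tris buffer was preincubated 30 min with compound, then given a substrate mix of 0.016 mM NADPH and 2 mM alpha-KG for 80 min at room temperature; remaining NADPH was read by diaphorase/resazurin fluorescence.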
TRHR enhancer: qHTS for Small Molecule Agonists and Allosteric Enhancers of Human TRH Receptor: Primary Screen for Enhancers | enhancement, % at 2 µM | Thyrotropin-releasing hormone receptor (Homo sapiens), P34981 | 360,000 compounds, 0.66% hits | TRHR cells, fluo-8 calcium fluorescence, EC20 TRH enhancement; in the data active = enhancement above about 30%; also: 0% is about no effect
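TRHR-expressing cells loaded with fluo-8 calcium dye were read kinetically (ex 480/em 530) during compound addition, then stimulated with an EC20 of TRH (10 nM final). Enhancement of the Gq-mediated intracellular calcium response was scored.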
* marks the source's active call; other numbers are inactive results; ? = inconclusive; nt = not tested or not shown; [ ] = remark or other dose. Unless noted, calls follow the shape of the dose curve; as a rule, active = well fitted inhibition curve with a large enough effect; inconclusive = small, poorly fitted or top-dose-only effect; inactive = no such curve, though single readings can be large or run the other way.

SMILES	D2 ag	TRHR agonist	rTrxR1 inhibitor	TrxR1 substrate	USP1-UAF1 inh	PI4K2A inh	D2 antagonist	mIDH1 inhibitor	TRHR enhancer
CCCCCCC1CC(CC(=O)Nc2ccc([N+](=O)[O-])cc2)C(=O)O1 (stereo unspecified)	0.8	0.2	7.1%	-5.0%	-6.2%	4.5	4.9	2.2%	-0.3
CCOc1ccc(N2C(=O)CC(N(CCc3ccccc3)C(=O)/C=C/C(=O)O)C2=O)cc1 (stereo unspecified)	0.4	-0.3	17.4%[57.1 µM]	9.6%[57.1 µM]	-9.8%	-22.0	3.8	-1.4%	-2.3
N#CCOC(=O)/C=C/c1ccc2c(c1)OCO2	-0.2	1.4	14.5%[57.1 µM]	2.4%[57.1 µM]	5.5%	-2.8	-10.1	-2.4%	-1.3
Cc1ccnc(NS(=O)(=O)c2ccc(C(C)(C)C)cc2)c1	1.5	0.4	nt	nt	nt	nt	-8.5	nt	8.1
Cc1ccc(NC(=O)Nc2ccc3c(c2)OCO3)cc1F	1.0	0.1	29.1%	3.4%	-18.9%	-3.4	12.7	7.8%	-1.2
O=C(Nc1ccc(N2CCOCC2)cc1)c1cc2c(s1)CCCCC2	-1.2	1.6	5.9%	-8.7%	-19.1%	-4.1	-8.1	-3.4%	-3.0
Cc1ccccc1Nc1nc(N)nc(CSc2ccccc2)n1	0.2	-0.5	7.1%	1.0%	-15.8%	-0.2	11.0	15.8%	1.3
COc1ccc(N/C(C)=C2/C(=O)C(=O)N(CCO)C2c2ccc(Br)cc2)cc1 (stereo unspecified)	0.2	0.6	-26.0%	-14.7%	-11.8%	4.1	-2.8	-2.0%	-0.4
CCOc1ccccc1C(=O)Nc1nncs1	0.6	0.3	10.5%	6.1%	-9.5%	-4.4	7.5	5.3%	-5.2
CCOc1ccc(S(=O)(=O)NCCCn2ccnc2)cc1	0.3	-0.3	-5.2%	-5.6%	-6.0%	-0.8	-6.1	-1.6%	-0.1
CCN1CCN(c2ccc(S(=O)(=O)N3CCOCC3)cc2NC(=O)c2ccc(C)c(C)c2)CC1	0.2	0.6	-1.4%	-10.7%	-6.3%	-2.2	-8.7	0.1%	-0.9
Cc1ccc(C(C)C)c(OCCSc2nc(-c3cccs3)nc3cc(=O)[nH]n23)c1	-0.1	-0.5	47.5%[activator][57.1 µM]	59.9%[activator][57.1 µM]	-23.1%	-5.3	nt	?	-7.0
CC1(C)Cc2cccc(OCC(=O)NCCc3ccc(S(N)(=O)=O)cc3)c2O1	-1.6	-0.4	-5.3%	-3.1%	-6.5%	3.7	0.9	1.7%	3.2
O=c1c2ccccc2nc(SCc2cc(F)ccc2F)n1C1CCCC1	0.8	1.1	-5.4%	-2.6%	-18.3%	9.1	-8.2	2.2%	5.6
O=C(O)CSc1nnc(-c2ccccc2)o1	0.0	0.6	6.5%[57.1 µM]	8.1%[57.1 µM]	2.0%	-4.6	3.9	16.7%	0.3
O=C(/C=C/c1ccco1)NCCCN1CCN(CCCNC(=O)/C=C/c2ccco2)CC1	0.4	-0.1	-29.1%	3.4%	-3.7%	-0.3	-20.5	4.3%	0.1
CCCCn1c(=O)[nH]c(=O)c2c1nc(CN1C(=O)c3ccccc3S1(=O)=O)n2CCC	0.1	-1.4	29.6%[57.1 µM]	14.9%[57.1 µM]	-6.0%	-6.6	9.8	0.8%	2.0
COc1ccc(NC(=O)Cn2c(=O)n(Cc3ccccc3OC)c(=O)c3cccnc32)cc1Cl	0.5	0.7	40.1%	9.2%	6.0%	-1.9	nt	-2.6%	8.0
O=C(COC(=O)COc1ccc(Nc2ccccc2)cc1)NCc1ccco1	-0.3	-0.4	-1.4%	8.1%	-19.9%	-12.1	6.6	5.8%	-3.3
Cc1ccc(NC(=O)c2c(NC(=O)CCC(=O)O)sc3c2CCCCC3)cc1	1.1	0.5	-7.4%[57.1 µM]	-5.6%	-10.4%	13.5	-2.3	0.1%	10.3
O=C1CCC/C=C/C[C@H](CC(=O)N(CCO)Cc2ccccc2)C(=O)N[C@@H](Cc2ccccc2)CO1	nt	nt	13.8%	2.0%	-19.7%	1.5	nt	9.9%	nt
N#CC1=C2Nc3ccccc3N2C(=O)NC1(c1ccccc1)C(F)(F)F (stereo unspecified)	nt	0.3	5.2%[57.1 µM]	11.7%[57.1 µM]	-18.6%	-3.0	nt	4.8%	-2.0
O=C(C[C@@H]1NS(=O)(=O)OC2CCCCC21)c1ccccc1 (stereo partly specified)	0.3	-1.1	-8.5%	-9.3%	-9.7%	-1.1	-7.6	-6.1%	-4.2
O=C(CN(CCc1ccccc1)C(=O)CNS(=O)(=O)c1ccc(F)cc1)NCc1ccco1	0.9	1.7	-1.6%[57.1 µM]	1.8%[57.1 µM]	1.7%	25.6	26.2	7.6%	-7.3
COc1ccc(NC(=O)C2(c3ccc(NC(=O)c4ccc(OC(C)=O)cc4)cc3)CCCC2)cc1	-0.2	0.0	57.7%[activator]	32.7%	0.6%	-9.0	9.9	3.6%	1.5

The list goes on; it opens with the two that closed the last part.
SMILES	D2 ag	TRHR agonist	rTrxR1 inhibitor	TrxR1 substrate	USP1-UAF1 inh	PI4K2A inh	D2 antagonist	mIDH1 inhibitor	TRHR enhancer
O=C(CN(CCc1ccccc1)C(=O)CNS(=O)(=O)c1ccc(F)cc1)NCc1ccco1	0.9	1.7	-1.6%[57.1 µM]	1.8%[57.1 µM]	1.7%	25.6	26.2	7.6%	-7.3
COc1ccc(NC(=O)C2(c3ccc(NC(=O)c4ccc(OC(C)=O)cc4)cc3)CCCC2)cc1	-0.2	0.0	57.7%[activator]	32.7%	0.6%	-9.0	9.9	3.6%	1.5
CC(NC(=O)C(=O)NCCN1CCN(C(=O)c2ccc([N+](=O)[O-])cc2)CC1)c1ccccc1 (stereo unspecified)	0.3	-0.7	-6.0%[57.1 µM]	0.1%[57.1 µM]	-10.7%	-2.1	-10.8	0.4%	-1.4
Cc1cccc(-c2noc(CN(C(=O)c3ccc(Br)o3)C(C)C)n2)c1	-0.8	0.8	2.7%[57.1 µM]	3.5%[57.1 µM]	-18.6%	-2.7	18.5	0.9%	-6.7
O=C(C(Cc1ccccc1)n1cccc1)N1CCCCC1 (stereo unspecified)	nt	-0.1	14.0%[57.1 µM]	5.6%[57.1 µM]	-3.1%	-0.1	nt	-2.4%	-3.3
COc1ccccc1NC(=O)C1=C(C)Nc2nc(-c3ccco3)nn2C1c1cccc(C)c1 (stereo unspecified)	-1.0	-1.1	-14.7%	-7.4%	?	-4.7	nt	0.0%	-7.4
O=C(CSc1nnc(-c2ccco2)o1)NCC(=O)c1ccccc1	nt	-0.6	17.3%	10.3%	3.7%	-3.7	nt	0.0%	10.0
CC1CCCC(C)N1c1nnc(NC(=O)Cn2c(=O)oc3ccccc32)s1 (stereo unspecified)	-0.1	-0.3	6.5%	0.3%	-15.3%	-2.6	-0.2	-4.8%	0.4
CNc1ccc(/C=C(\CCC(=O)O)c2nc3ccccc3s2)cc1[N+](=O)[O-]	0.4	-0.8	-13.5%	-7.4%	-13.3%	0.2	-4.6	-0.1%	-2.0
CCOc1cc(C(N)=O)cc(Br)c1OC	0.4	-0.5	9.5%	-5.8%	-11.9%	2.2	16.7	9.9%	11.5
COc1ccc(C(C)(C)C)cc1NC(=O)c1cc(S(=O)(=O)N(C)C)ccc1N1CCCC1	-1.0	-0.5	2.5%	-2.1%	-20.4%	-6.2	9.7	5.6%	-6.2
Cc1occc1C(=O)NNC(=O)COc1ccc(Br)cc1Br	-0.2	0.0	4.7%	-1.4%	-11.4%	2.9	6.1	0.2%	6.3
CC1(C)Cc2c(C#N)c(OCC(=O)c3ccc(Cl)cc3)nc(-c3ccoc3)c2CO1	-0.9	0.6	-25.3%	3.1%	5.3%	3.7	-3.4	-4.2%	0.8
CCOC(=O)C1CCCN(C(=O)c2ccc3oc(CCc4ccccc4)nc3c2)C1 (stereo unspecified)	-0.8	0.3	-2.1%	-2.3%	-17.4%	4.7	-25.0	10.2%	-8.3
CCCN(CCC)CC(O)Cn1cc(/C=C/C(=O)c2ccc(Br)cc2)c2ccccc21 (stereo unspecified)	1.9	4.6	-6.7%	-5.2%	?	1.0	nt	-6.1%	0.6
O=C(NC1CCCN(Cc2ccc(Cl)cc2)C1)c1cccc(F)c1 (stereo unspecified)	-0.2	0.2	5.4%	-6.1%	-14.2%	4.8	-1.3	-6.1%	-6.7
COc1ccc(CN(C)C(=O)[C@H](Cc2ccccc2)NC(=O)c2ccco2)c(OC)c1	0.5	-0.1	14.2%	2.4%	-24.0%	-0.8	-35.3	2.5%	-1.3
CN(C)CCNC=C(C(=O)Nc1ccc(Cl)cc1Cl)C(=O)Nc1ccc(Cl)cc1Cl	-0.2	0.5	4.8%	-6.5%	-18.2%	-3.6	-3.5	-2.2%	2.2
CC(=O)Oc1ccc(N2C(=O)C3C4C=CC(C5CC45)C3C2=O)cc1[N+](=O)[O-] (stereo unspecified)	1.2	0.5	44.7µM*	-10.5%	-4.3%	4.9	-3.7	-10.0%	0.4
CN(c1ccc(OCC(=O)OCC(=O)Nc2ccccc2F)cc1)S(=O)(=O)c1cccs1	1.9	3.1	-1.5%	-4.1%	-15.9%	5.8	-16.0	-2.0%	10.0
